PTHR1 ag – agonists of human PTHR1 parathyroid hormone receptor | Q03431 | HEK293 GP2 PTHR1 cells, GloSensor cAMP luminescence, 1 h | Potency, µM (top dose mostly 115 µM), without a hit: at the highest dose activation, most hits filed as activators | 0.075% of 410,000 active | AID 743266; further: potency means the concentration at half of the fitted maximal effect; nearly all actives have a fitted effect of over 55% in size; some results filed as inactive show a strong effect at the top dose; inactives centre near -15; many of its hits are not listed in these tables
Target sequence (Q03431 whole entry, looked up): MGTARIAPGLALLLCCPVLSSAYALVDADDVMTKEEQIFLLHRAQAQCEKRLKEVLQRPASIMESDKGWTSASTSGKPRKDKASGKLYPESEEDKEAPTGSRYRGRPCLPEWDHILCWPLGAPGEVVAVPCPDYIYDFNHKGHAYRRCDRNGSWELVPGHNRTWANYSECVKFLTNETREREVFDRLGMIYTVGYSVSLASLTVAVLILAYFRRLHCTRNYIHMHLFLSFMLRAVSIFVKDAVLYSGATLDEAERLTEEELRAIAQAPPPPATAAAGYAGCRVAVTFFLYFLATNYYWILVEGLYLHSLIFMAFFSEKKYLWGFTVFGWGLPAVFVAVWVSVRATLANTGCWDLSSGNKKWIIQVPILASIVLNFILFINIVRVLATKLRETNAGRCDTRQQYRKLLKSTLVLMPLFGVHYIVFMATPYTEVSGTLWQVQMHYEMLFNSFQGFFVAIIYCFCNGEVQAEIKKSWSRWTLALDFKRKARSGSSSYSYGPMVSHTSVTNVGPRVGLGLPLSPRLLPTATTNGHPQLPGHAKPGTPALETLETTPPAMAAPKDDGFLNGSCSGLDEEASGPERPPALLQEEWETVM
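HEK-293-derived GP2 cells expressing PTHR1 and a GloSensor cAMP reporter, 3,000/well, plated overnight, given luciferin plus IBMX (each 0.5 mM as added) for 1 h at 37 °C, then compound for 1 h at 37 °C. Luminescence was read after 15 min at room temperature.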
EPAC1 ag – EPAC1 (human) agonism; 0.073% of 360,000 active; EPAC1 agonist qHTS, biochemical assay; response scale: 100% = response to 6.5 mM cAMP; O95398; Potency, µM (highest dose often 154 µM), for inactives: at the highest dose activation, actives largely listed as activators; further: potency means the concentration at half of the fitted maximal effect; nearly all actives have a fitted effect of over 60% in size
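EPAC1 100 nM, Rap1B–BODIPY-GDP 250 nM, unlabeled GDP 50 uM; compound titration; 5 min RT; kinetic read ex480/em540 at 5-min intervals ×30 min; data normalized to 6.5 mM cAMP agonist control.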
PLK1 PBD inh – blocks phosphopeptide binding to human PLK1 polo-box domain. Potency, µM, inactives show max response, negative = inhibition, actives largely listed as inhibitors. P53350. Plk1 PBD binding of FITC phosphopeptide, fluorescence polarization. 2.8% of 360,000 active; further: potency means the concentration at half of the fitted maximal effect; series mostly up to about 57 µM; on the % scale 0 is the no-effect control and ±100 the full control effect; nearly all actives have a fitted effect of over 65% in size
PI5P4K alpha inh – inhibitors of human PI5P4K alpha; P48426; PI5P4Kalpha enzyme, ADP-Glo luminescence, 60 min; stronger effect = lower value; max response, %; 1.2% of 330,000 active; AID 652105; active means max response of -50% or lower; inconclusive means between -30% and -50%; inactive means -30% or higher; further: value at the top dose of about 77 µM; on the % scale 0 is the no-effect control and ±100 the full control effect
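Single end-point luminescence (ADP-Glo) quantified ADP from PI5P4Kalpha turnover; ATP 5 microM final, 1 h at RT, 0.1% CHAPS and 0.28 mM EGTA in HEPES pH 7.4.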
GLP-1R agonist – agonists of human GLP-1 receptor; P43220; HEK293 GLP-1R CRE-luciferase, luminescence, 4-6 h; cells express a hypersensitive GLP-1R form; Potency, µM (top dose mostly 45.6 µM), for inactives: top-dose activation, most hits filed as activators; 0.007% of 380,000 active; further: potency means the concentration at half of the fitted maximal effect; % of control where 0% means no effect
EPAC1 antagonist – antagonists of human EPAC1; EPAC1 GEF assay, Rap1b-BODIPY-GDP exchange fluorescence; 0.14% of 360,000 active; Potency, µM (doses to about 115 µM), for the others: top-dose activity change, negative = inhibition, most hits filed as inhibitors; O95398;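 further: potency means the concentration at half of the fitted maximal effect; plate controls were vehicle for no effect and positive control for full effect; nearly all actives have a fitted effect of over 50% in size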
GLP1R cytotox – cytotoxicity in counter-screen for GLP-1R inverse agonists | HEK293 cAMP-luciferase reporter cells, luminescence, 24 h | Potency, µM (doses to about 38.3 µM), inactives show top-dose activity change, negative = inhibition, hits mostly inhibitors | 0.13% of 410,000 active;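 further: loss of luciferase light is scored as toxicity; potency means the concentration at half of the fitted maximal effect; on the % scale 0 is the no-effect control and ±100 the full control effect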
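A 23 nL compound transfer followed 12 hours of cell culture at 37 deg C; exposure then lasted 24 hr. Luciferase assay detection reagent was dispensed and plates read for luminescence after a 12 min room-temperature wait.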
GLP1R inv ag – GLP-1 receptor (human) inverse agonism; AID 624417; 1.6% of 410,000 active; P43220; Potency, µM (titrated, usually from 38.3 µM), for the others: at the highest dose activity change, negative = inhibition, most hits filed as inhibitors; HEK293 GLP-1R CRE-luciferase, luminescence, 24 h; GLP-1R form is constitutively active; further: potency means the concentration at half of the fitted maximal effect; on the % scale 0 is the no-effect control and ±100 the full control effect; nearly all actives have a fitted effect of over 55% in size
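HEK293 cells stably co-expressing constitutively active GLP-1R and a cAMP-responsive luciferase reporter were seeded in DMEM with 10% Nu serum, given compounds after 12 h, and incubated 24 h at 37 deg C. Luminescence was then read.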
IL-2 act – activators of IL-2; activation, % (series mostly up to about 46 µM); 0.065% of 360,000 active; IL-2 activation reporter assay, cell-based qHTS; stimulated with anti-CD3/CD4/CD28 beads; in transgenic mouse T cells; in the data active means activation above about 50%; inconclusive means mostly about 30% to 49%; further: 0% is about no effect
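Using fluorescent plate cytometry, EGFP and DsRed are detected in transgenic mouse T cells stimulated 18 h at 37 degrees C with antibody-coated beads after 60 min compound pretreatment.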
* hit, by the source's call; i = inactive; ? = inconclusive; [ ] = remark or other dose. Unless noted, the call rests on the fitted dose curve; in most records, active means well fitted curve in the direction sought with a large enough effect; inconclusive means small, poorly fitted or top-dose-only effect, or another doubt; inactive means no such curve, though single readings can be large; an effect the other way counts as inactive or inconclusive. An excerpt, so the mix of outcomes need not match the whole.

SMILES	PTHR1 ag	EPAC1 ag	PLK1 PBD inh	PI5P4K alpha inh	GLP-1R agonist	EPAC1 antagonist	GLP1R cytotox	GLP1R inv ag	IL-2 act
COc1ccc(Cl)cc1C(=O)NNC(=S)NC(=O)/C=C/c1ccco1	-3%	-7%	-4%	-17	-3%	-25%	-1%	-8%	-0.1
Cc1cccc(NC(=O)CSCC(=O)Nc2ccccc2C(=O)NC2CC2)c1	i	-3%	4%	-1	10%	-15%	1%	?	-0.1
CCCc1nnc(NC(=O)CCC(=O)N2CCN(S(=O)(=O)c3ccc(OC)cc3)CC2)s1	-22%	-11%	-1%	-7	-1%	5%	-3%	-8%	-4.1
On1nnc2ccc3ccccc3c21	i	-3%	6%	-4	-5%	13%	-2%[1.53 µM]	12%	0.8
c1ccc(-c2ccc3c(c2)NC(C2Nc4cc(-c5ccccc5)ccc4O2)O3)cc1 (stereo not given)	15%	-4%	-18%	-1	-1%	-15%	0%	10%	0.6
Cc1cccc(-c2nc(CS(=O)CC(=O)NC3CCCCC3)c(C)o2)c1 (stereo not given)	-11%	-6%	-7%	3	0%	-4%	-4%	-17%	-1.5
O=C(Cn1c(=O)oc2cc(S(=O)(=O)N3CCCC3)ccc21)N1CCN(c2ccccn2)CC1	-35%[inhibitor]	-7%	-9%	-2	-1%	-6%	-3%	-8%	-0.2
Cc1nc2cccc(C(=O)NCc3ccccc3)c2o1	i	2%	-22%	-29	6%	13%	6%	47%[activator]	0.7
Cc1c(-n2c(SC(C)C(=O)NC(N)=O)nc3ccccc3c2=O)c(=O)n(-c2ccccc2)n1C (stereo not given)	i	2%	-4%	-6	0%	12%	1%	1%	-3.2
CSCCC1NC(=O)N(CC(=O)Nc2c(C(C)C)cccc2C(C)C)C1=O (stereo not given)	-9%	-7%	-18%	5	-5%	5%	11%	10%	-2.3
O=C(Cc1cccs1)Nc1nc2ccccc2s1	-27%[57.5 µM]	-1%	-6%	-9	1%	1%	-9%	-14%	0.0
CCCCc1ncc(CN2CCC(n3nccc3NC(=O)C(OC)c3ccccc3)CC2)[nH]1 (stereo not given)	-20%	2%	3%	7	-2%	9%	5%	1%	1.2
CC1Cc2ccccc2N1C(=O)CCn1c(=O)sc2ccccc21 (stereo not given)	-30%	23%	-10%	-12	4%	-19%	1%	?	-3.3
Cc1nc(N2CCN(Cc3ccc4c(c3)OCO4)CC2)c2cc(-c3ccccc3)sc2n1	-16%	2%	8%	12	6%	-14%	12%	?	-2.8
CCC(=O)Nc1cccc(NC(=S)NC(=O)c2ccccc2Cl)c1	-10%[57.5 µM]	2%	-3%	4	1%	-9%	-26%	7%	0.6
COc1ccc(CCNS(=O)(=O)c2ccc3c(c2)CC(C)N3C(=O)C2CC2)cc1OC (stereo not given)	-6%	12%	0%	10	23%	2%	-7%	33%[activator]	0.8
CCOc1ccc(OCCC(=O)N(CC(C)C)c2c(N)n(Cc3ccccc3)c(=O)[nH]c2=O)cc1	24%	-10%	-12%	-3	10%	-18%	-3%	21%	0.2
CC1CCCCN1CCCNc1c(C=O)c(=O)[nH]c2ccccc12 (stereo not given)	i	-1%	-9%	5	-10%	-5%	10%	3%	1.6
CC(=O)c1cccc(OCC(O)CNCCc2ccc(Cl)cc2)c1 (stereo not given)	i	2%	1%	-7	-1%	-4%	14%	-24%	-2.5
Cc1nonc1NC(=O)CSc1nnc(-c2ccoc2C)n1CC(C)C	i	0%	-3%	1	-5%	-4%	-7%	12%	1.2
O=C(C1CCC(CNS(=O)(=O)c2cccc3nsnc23)CC1)N1CC=C(c2ccccc2)CC1 (stereo not given)	-46%[inhibitor]	-12%	7%	0	-4%	-2%	-12%	1%	-1.8
COc1cc(NC(=O)CSc2nc(C)c(C)c(C)n2)c(C)cc1[N+](=O)[O-]	8%	4%	-14%	0	10%	15%	16%	13%	-4.6

A different layout for some results above.
canonical_smiles | PTHR1 ag | EPAC1 ag | PLK1 PBD inh | PI5P4K alpha inh | GLP-1R agonist | EPAC1 antagonist | GLP1R cytotox | GLP1R inv ag | IL-2 act
CSCCC1NC(=O)N(CC(=O)Nc2c(C(C)C)cccc2C(C)C)C1=O (stereo not given) | -9% | -7% | -18% | 5 | -5% | 5% | 11% | 10% | -2.3
COc1ccc(CCNS(=O)(=O)c2ccc3c(c2)CC(C)N3C(=O)C2CC2)cc1OC (stereo not given) | -6% | 12% | 0% | 10 | 23% | 2% | -7% | 33%[activator] | 0.8

Single records, as listed above:
`Cc1nc(N2CCN(Cc3ccc4c(c3)OCO4)CC2)c2cc(-c3ccccc3)sc2n1` as listed: PTHR1 ag = -16%; EPAC1 ag = 2%; PLK1 PBD inh = 8%; PI5P4K alpha inh = 12; GLP-1R agonist = 6%; EPAC1 antagonist = -14%; GLP1R cytotox = 12%; GLP1R inv ag = ?; IL-2 act = -2.8
`COc1ccc(CCNS(=O)(=O)c2ccc3c(c2)CC(C)N3C(=O)C2CC2)cc1OC` (stereo not given) as listed: PTHR1 ag = -6%; EPAC1 ag = 12%; PLK1 PBD inh = 0%; PI5P4K alpha inh = 10; GLP-1R agonist = 23%; EPAC1 antagonist = 2%; GLP1R cytotox = -7%; GLP1R inv ag = 33%[activator]; IL-2 act = 0.8
`O=C(C1CCC(CNS(=O)(=O)c2cccc3nsnc23)CC1)N1CC=C(c2ccccc2)CC1` (stereo not given) as listed: PTHR1 ag = -46%[inhibitor]; EPAC1 ag = -12%; PLK1 PBD inh = 7%; PI5P4K alpha inh = 0; GLP-1R agonist = -4%; EPAC1 antagonist = -2%; GLP1R cytotox = -12%; GLP1R inv ag = 1%; IL-2 act = -1.8

Single entries from above.
Under EPAC1 ag, CC1CCCCN1CCCNc1c(C=O)c(=O)[nH]c2ccccc12 (stereo not given) has -1%
Under GLP-1R agonist, O=C(C1CCC(CNS(=O)(=O)c2cccc3nsnc23)CC1)N1CC=C(c2ccccc2)CC1 (stereo not given) has -4%
